# High-throughput results (PubChem BioAssay)
# EP2 modulator – modulators of human EP2 prostaglandin E2 receptor. P43116. EP2-expressing cells, cAMP HTRF FRET, PGE2 co-stimulation. induction, % at 25 µM. actives 0.83% (n = 260,000). AID 940;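 active = compounds whose cAMP rise, as percent of the full-agonist control response, exceeds 60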;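 also: rat C6 glioma line stably carrying human EP2 under a CMV promoter; the protocol text gives 20 µM as final concentration; 100% = response of wells given 1 µM PGE2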
# Target sequence (P43116 whole entry, looked up): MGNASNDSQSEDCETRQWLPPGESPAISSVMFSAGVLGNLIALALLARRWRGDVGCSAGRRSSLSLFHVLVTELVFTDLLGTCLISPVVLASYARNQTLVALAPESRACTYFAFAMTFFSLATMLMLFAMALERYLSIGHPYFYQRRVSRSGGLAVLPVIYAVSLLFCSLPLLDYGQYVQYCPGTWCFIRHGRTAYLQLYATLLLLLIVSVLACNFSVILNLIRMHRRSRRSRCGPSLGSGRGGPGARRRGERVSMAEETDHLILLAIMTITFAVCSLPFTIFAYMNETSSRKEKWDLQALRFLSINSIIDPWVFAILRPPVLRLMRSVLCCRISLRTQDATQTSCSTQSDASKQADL
# Runt-CBFb FRET – inhibitors of human RUNX1 Runt domain binding to CBFb; Q01196+Q13951; actives 0.46% (n = 220,000); inhibition, % at 20 µM; Cerulean-Runt/Venus-CBFb FRET ratio 530/480, 1 h;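 active = inhibition over about 50% at 20 µM in the single-dose screen, limit read from the data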;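 also: 0% = DMSO wells and 100% = excess unlabeled CBFb competitor control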
#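 Doses: 20 µM compound in 1% DMSO | Material: Cerulean-labeled Runt domain protein | Amount: Each fluorescent fusion protein 100 nM | Schedule: Two 1 h room-temperature incubations shielded from light | Measured by: FRET fluorescence | Evaluation: Loss of energy transfer signal | Controls: Unlabeled CBFb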
# Runt-SMMHC FRET – inhibitors of human RUNX1 Runt domain binding to CBFb-SMMHC | Q01196+Q13951 | Cerulean-Runt/Venus-CBFb-SMMHC FRET ratio 530/480, 1 h | inhibition, % at 20 µM | actives 0.74% (n = 220,000) | AID 1434;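 active = mean inhibition across duplicate retests at 20 µM reaching about 50%, limit read from the data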;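 also: 0% = DMSO wells and 100% = wells with excess untagged CBFb-SMMHC; inhibitors lower the FRET ratio by blocking Runt binding to CBFb-SMMHC; some results filed as inactive read as strong as hits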
# Hck-Nef inh – inhibitors of human Hck kinase activated by Nef; P08631; Recombinant Hck-YEEI plus Nef, Z-Lyte FRET kinase assay; inhibition, % at 20 µM; actives 0.68% (n = 220,000); AID 463187;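 active = Hck-Nef kinase inhibition above about 50%, limit read from the data; inactive = inhibition below that limit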;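 also: 0% = DMSO with Hck plus Nef and 100% = Hck alone without Nef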
# Target sequence (P08631 whole entry, looked up): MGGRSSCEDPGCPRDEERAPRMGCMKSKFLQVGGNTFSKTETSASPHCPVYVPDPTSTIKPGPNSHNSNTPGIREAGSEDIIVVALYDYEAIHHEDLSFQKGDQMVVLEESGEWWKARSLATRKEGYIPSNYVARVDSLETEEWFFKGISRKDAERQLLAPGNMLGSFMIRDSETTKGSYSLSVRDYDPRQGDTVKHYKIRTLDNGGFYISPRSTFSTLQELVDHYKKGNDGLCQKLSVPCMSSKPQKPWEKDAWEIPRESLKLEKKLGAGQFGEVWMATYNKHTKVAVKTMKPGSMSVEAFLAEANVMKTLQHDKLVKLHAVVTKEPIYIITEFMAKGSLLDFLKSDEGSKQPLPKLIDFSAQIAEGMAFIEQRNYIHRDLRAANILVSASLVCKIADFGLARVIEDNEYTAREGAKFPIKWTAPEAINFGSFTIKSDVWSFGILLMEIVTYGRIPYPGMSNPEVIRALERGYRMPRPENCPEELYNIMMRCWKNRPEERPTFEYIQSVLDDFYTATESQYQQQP
# L929 necroptosis – L929 zVAD cell death inhibition; actives 0.38% (n = 220,000); L929 zVAD necroptosis rescue, ATP luminescence, 24 h; with zVAD 60 µM; viability rescue, % at 10 µM;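 active = activation, scaled between plate controls, above about 75%, limit read from the data; inactive = activation under that limit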;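 also: 0% = zVAD with DMSO and 100% = DMSO alone without zVAD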
# RBBP9 inhibitor – blocks human serine hydrolase RBBP9; recombinant RBBP9, FP-Rh probe fluorescence polarization; inhibition, % at 7.94 µM; actives 0.2% (n = 220,000);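 active = inhibition above the campaign mean of all tested compounds plus 3 SD, cut at about 14% in these data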;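 also: plate controls were DMSO wells with RBBP9 for no effect and wells lacking RBBP9 protein for full effect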
# Target sequence (O75884 whole entry, looked up): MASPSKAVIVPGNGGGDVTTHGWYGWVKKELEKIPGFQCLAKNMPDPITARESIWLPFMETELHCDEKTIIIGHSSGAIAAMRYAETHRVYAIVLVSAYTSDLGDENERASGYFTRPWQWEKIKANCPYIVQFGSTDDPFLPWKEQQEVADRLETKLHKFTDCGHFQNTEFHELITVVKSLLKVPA
#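 System: RBBP9 protein / Buffer or medium: Tris/NaCl buffer pH 8.0 with 0.1% Pluronic / Probe or stimulus: Serine-hydrolase probe FP-Rh, 375 nM pre-mixing / Dosing: 7.94 µM single dose, 0.794% DMSO / Times: enzyme-compound preincubation 30 min, then probe labeling 45 min, 25 °C / Technique: fluorescence polarization (mP), excitation 525 nm, emission 598 nm / Replication: singlicate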
# TNF death inh – blocks TNF-alpha induced death of Jurkat FADD-/- cells | actives 0.068% (n = 220,000) | Jurkat FADD-/- TNF necroptosis rescue, ATP luminescence, 24 h; 0 = TNF only, 100 = no-TNF cells | activation (protection from cell death), % at 10 µM;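 active = activation, meaning protection from cell death, of at least 50% relative to plate controls; inactive = activation below 50%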;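 also: necroptosis triggered by 40 ng/mL TNF-alpha added together with compound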
# PERK inhibitor – blocks human PERK kinase; CHO PERK-DD fusion, SEAP luminescence translation reporter; Q9NZJ5; inhibition, % at 5.6 µM; actives 0.17% (n = 220,000); AID 1416;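 active = inhibition above the mean inhibition of all tested compounds plus 3 SD, set separately per screening campaign, cut at about 2.9% in these data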;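 also: PERK kinase domain activated by AP20187 dimerizer at 100 nM; 0% = DMSO with dimerizer and 100% = rapamycin at 8.4 µM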
# EP2 antag – blocks the human prostaglandin E2 receptor EP2 | C6 glioma cells expressing human EP2, cAMP TR-FRET; cells stimulated with saturating PGE2 | inhibition, % at 25 µM | actives 0.52% (n = 260,000) | AID 1422;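 active = percent inhibition above 40 after rounding to a whole number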;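 also: rat C6 glioma host cells with rolipram phosphodiesterase inhibitor present; the protocol text gives 20 µM as final concentration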
# * marks the source's active call; other numbers are inactive results; . = no result given; & = joins results of further samples. This is a subset (hit frequency here may not be typical).
SMILES	EP2 modulator	Runt-CBFb FRET	Runt-SMMHC FRET	Hck-Nef inh	L929 necroptosis	RBBP9 inhibitor	TNF death inh	PERK inhibitor	EP2 antag
Cn1c(=O)cc(OCC(=O)NCc2cccs2)c2ccccc21	-25	-1	-1	21	4.3	0	-0.3	-0.2	8
CCCc1ccc(C(=O)Cn2nc(C(=O)O)c3ccccc3c2=O)cc1	14	-4	3	46	1.1	-3	1.3	0.5	7
Cc1cc(C)n(-c2ccc(C(=O)Nc3ccc(C)c(S(=O)(=O)N(C)C)c3)cc2)n1	-53	-3	-7	-1	0.1	-5	1.3	-0.6	14
O=C(c1ccc(Br)s1)N1CCN(C/C=C/c2ccccc2)CC1	-41	-2	0	6	0.5	-2	1.3	0.4	10
O=C(NC1CCCCC1)N1CCN(C(=O)c2ccco2)CC1	15	5	0	-1	0.9	-14	0.8	-1.9	6
CC1=C(C(=O)OC(C)C)C(c2cccs2)C(C(=O)OC(C)C)=C(C)N1	3	-1	-1	4	-0.3	0	1.3	-0.3	9
CCC(C)NC(=O)c1c(C)cc(=O)oc1C (stereo not drawn)	14	0	1	-1	0.1	-6	-2.9	0.4	6
CCc1ccc(N2CC(C(=O)Nc3cccnc3)CC2=O)cc1 (stereo not drawn)	21	1	-2	0	-0.5	2	-1.1	0.2	.
COc1ccc(-c2[nH]c(-c3ccc(C(=O)O)cc3)nc2-c2ccccc2)cc1	1	.	-2	7	2.5	-7	-4.3	1.1	6
CCOC(=O)c1c(C)n(-c2ccc(C)cc2)c2ccc(OCC(O)CNCCCO)cc12 (stereo not drawn)	-29	.	1	9	-2.2	-2	-10	-0.1	13
COc1ccc(/C=C2\SC(=N)N(c3ccc(F)cc3)C2=O)cc1OC	26	-1	-7	63*	59	9	-0.8	0.8	11
COC(=O)c1cc(NC(=O)c2c(Cl)nc3sccn23)cc(C(=O)OC)c1	16	-1	0	1	0.0	-4	-3.1	2.3	11
COc1ccc(N2CCN(C(=O)COCC(=O)O)CC2)cc1	35	6	-1	-4	0.2	-3	-1.2	1.2	1
Cc1cc(C)nc(SCC(=O)N/N=C\C(Br)=C\c2ccccc2)n1	-3	-4	0	-2	0.1	-10	-1.6	0.5	5
O=C1/C(=C/c2ccc([N+](=O)[O-])cc2)C=C(c2ccccc2)N1c1ccccc1	10	-4	-9	4	-0.6	-6	-5.2	1.0	5
CC(=O)c1cccc(NC(=O)c2ccc(NS(=O)(=O)c3c(C)noc3C)cc2)c1	9	-5	0	2	0.4	-3	-1.6	2.0	31
CCCn1nnnc1NCc1c(F)cccc1Cl	33	-3	-1	21	0.8	-9	0.5	0.8	4
C=C(C)c1cccc(C(C)(C)NC(=O)Nc2nnc(C(C)C)s2)c1	-6	0	1	28	0.7	-7	2.7	0.2	3
CCCSc1nnc(Cn2c(=O)sc3ccccc32)n1C	15	-1	1	-1	2.3	-2	5.7	0.6	6
CN1CCC(=NNC(=O)CSc2ccc(Cl)cc2)CC1	6	1	-1	26	1.7	-7	0.5	1.4	5
COc1ccc(NS(=O)(=O)c2ccc(OCC(=O)N3CCCC3)cc2)cc1	-30	0	0	0	0.1	-9	-0.8	0.9	5
CC1CCCCC1NC(=O)c1ccc(S(=O)(=O)NNC(=O)c2ccncc2)cc1 (stereo not drawn)	37	10	6	23	0.1	-4	-8.0	2.1	10
CCCCNC(=S)N(C)/N=C/c1ccc(OCC(=O)Nc2ccc(OC)cc2)c(OC)c1	9	-7	-1	0	1.5	-6	-3.2	-0.2	0
Cc1cnn(CCC(=O)NNC(=S)Nc2ccccc2)c1	-1	-3	-3	2	0.2	1	-3.1	0.4	4
Cn1nnnc1SCC(=O)Nc1nc2ccccc2s1	12	-2	2	8	9.4	-4	1.6	0.5	12
COc1cccc(C2C(C#N)=C(N)OC(C(C)(C)C)=C2C#N)c1 (stereo not drawn)	-23	-2	-1	0	1.5	-7	-0.8	-0.4	10
O=C(c1cccc(C(=O)N2CCN(c3ncccn3)CC2)c1)N1CCN(c2ncccn2)CC1	11	2	6	1	0.0	2	-4.8	0.6	.
CCc1ccc(N2CSC3=C(C#N)C(c4cccs4)CC(=O)N3C2)cc1 (stereo not drawn)	48	17	28	13	0.2	-6	-1.5	0.7	21
Cc1cc(C(=O)Nc2sc(C)c(C)c2C#N)c(C)o1	23	1	-1	9	-0.4	8	-1.2	0.5	3
CC(C)(C)NC(=O)C(=O)NNC(=O)c1ccccc1Br	42	-2	-5	-1	-0.8	-2	-1.1	0.5	3
O=C(COC(=O)c1cncc(Br)c1)NCC1CCCO1 (stereo not drawn)	18	-3	-5	0	-0.1	-12	-1.9	1.8	9
CCOC(=O)N1CCC(N2C(=O)c3ccc(C(=O)NCc4ccc(F)cc4)cc3C2=O)CC1	14	0	2	-3	1.4	-5	0.9	0.0	10
c1ccc2c3c(c(CN4CCCC4)cc2c1)COC3	3	-1	2	23	0.0	-4	0.9	-0.4	6
COC(=O)c1sc2nc(N3CCCCC3)c3c(c2c1N)CC(C)(C)N(C)C3	.	.	.	1	-0.4	3	3.1	-0.1	8
CC(=O)c1sc(Nc2cccc(C)c2)nc1C	-13	0	1	7	6.6	1	1.2	-0.1	10
Cc1ccc2c3c([nH]c2c1C)-c1nonc1CC3	-41&-33	-1	5	6	0.5	-4	-2.7	0.3	1&10
Cc1cccc(Oc2ccc(NC(=O)c3ccccc3C(=O)O)cc2)c1	19	0	0	34	0.9	-5	1.4	0.5	9
O=C(Nc1ccccc1)C1CCCN1/C=C/C(=O)C(F)(F)F (stereo not drawn)	8	-1	2	-2	1.3	-1	1.1	0.5	3
CCOc1ccc(NC(=O)c2ccc(NCC(=O)N3CCCCCC3)cc2)cc1	-32	-1	0	3	1.4	-3	-0.5	1.6	6
COCCNS(=O)(=O)c1cc(OC)c(C)cc1C	-31	-2	-7	15	-0.1	0	0.9	1.9	7
CCCNCc1cc(Br)ccc1OCC(=O)NCCc1ccccc1	-45	-1	3	1	-0.7	1	2.6	-0.5	15
CC1CC(C)CN(CCCSc2ccccc2)C1 (stereo not drawn)	3	-2	4	-2	0.1	-7	1.0	-0.7	2
CCOC(=O)c1cnc2nc(COc3ccccc3)[nH]n2c1=O	21	0	0	-2	-1.1	-1	-1.2	1.2	2
Cc1cccc(OCC(=O)O/N=C(\N)Cc2cccs2)c1	6	.	-4	2	-0.1	-8	0.5	1.0	17
CC(C)Oc1c(Cl)cc(CNC(C)(C)CO)cc1Cl	-18	0	2	1	0.8	3	0.4	0.7	31
COc1ccc(S(=O)(=O)Cc2ccc(C(=O)N3CCc4ccccc4C3)o2)cc1	-8	4	2	4	1.5	-3	1.1	-0.4	16
C#Cc1ccc([C@H]2C=C(C(=O)N3CCOCC3)O[C@@H](OCC)[C@@H]2CCCO)cc1	1	-1	4	7	-0.5	-12	3.2	1.4	12
O=C(NCCC1=CCCCC1)C1CCC(CNc2c(N3CCCC3)c(=O)c2=O)CC1 (stereo not drawn)	-1	-1	0	15	0.4	-6	-1.3	2.9	9
O=c1c2c3c(sc2n(CCN2CCCC2)c(=O)n1Cc1ccco1)CCCCC3	20	-4	-2	1	0.7	-8	1.5	-0.4	7
CCSc1nnc(NC(=O)c2c(-c3ccccc3Cl)noc2C)s1	-1	-1	-9	3	-0.1	-9	-2.6	0.8	32
C=CCN(CC=C)C(=O)Nc1cc(OC)ccc1OC	-13	1	1	13	1.6	-6	2.7	-0.1	6
Cc1onc(-c2ccccc2Cl)c1C(=O)Nc1cccc(-c2cn3cccnc3n2)c1	-29	0	-2	3	-0.5	-2	-4.6	-0.3	11
COc1cc2c(cc1OC)C(=O)NCC(C)(C)O2	19	-3	-2	7	0.9	-3	0.3	1.1	5
COc1ccc(Cl)cc1C(=O)NNC(=O)c1nc2nc(C)cc(C)n2n1	-24	-1	2	0	0.2	2	-0.8	-0.1	21
S=C(c1cn(Cc2ccc(Br)cc2)c2ccccc12)N1CCOCC1	-13	0	3	6	-0.6	-5	0.8	-0.4	5
Cc1ccc(CCNC(=O)C2CC(c3ccc(C(F)(F)F)cc3)=NO2)cc1 (stereo not drawn)	0	-4	-1	24	0.0	.	5.3	.	16
Cc1[nH]c2ccccc2c1C(C[N+](=O)[O-])c1cccc(O)c1 (stereo not drawn)	-16	-1	-4	10	0.3	-5	-4.1	-0.1	5
Cc1[nH]c2ccccc2c1SCC(=O)N1CCCCC1	-52	-1	-1	19	-0.3	-1	1.5	0.6	3
CC1(C(=O)NCc2ccccn2)C=CCN1C(=O)c1ccccc1 (stereo not drawn)	33	0	1	-5	2.9	-7	0.5	0.8	-6
Fc1ccccc1NC(=S)Nc1cccc2cnccc12	-42	36	19	25	4.5	2	-1.8	0.1	7

# Other records follow:
SMILES	EP2 modulator	Runt-CBFb FRET	Runt-SMMHC FRET	Hck-Nef inh	L929 necroptosis	RBBP9 inhibitor	TNF death inh	PERK inhibitor	EP2 antag
Cc1cc(N2CCN(S(=O)(=O)c3ccc(C)c(C)c3)CC2)c2ccccc2n1	-39	-6	-1	0	-0.5	-14	-2.6	-1.7	4
CC(C)(C)NC(=O)C1CC(=O)OC12CCCCC2 (stereo not drawn)	9	-1	0	-1	-0.6	4	0.0	1.4	14
CCCCCCn1c(SCCC)nc2c1c(=O)[nH]c(=O)n2C	51	0	-6	2	0.2	-2	-4.0	-0.3	7
C=CCOc1ccc(/C(CC)=N/O)cc1OC	-8	1	1	-1	-1.0	-1	-0.5	-1.2	21
Cc1ccc(C(=O)Nc2c(C#N)c(C)c(C)n2Cc2ccccc2)cc1	57	2	3	0	-0.2	-14	-2.1	-1.8	7
COc1ccc(NC(=O)C2CCCN(S(=O)(=O)c3cccs3)C2)cc1OC (stereo not drawn)	6	1	-3	-2	-0.1	-1	-0.9	-0.9	28
CC(Oc1ccc(C(=O)c2ccccc2)cc1)C(=O)Nc1ccc(S(N)(=O)=O)cc1 (stereo not drawn)	-79	-2	6	-43	1.2	-8	-0.6	0.2	11
CCCC1=C(C(=O)OCC)C(c2ccc(OC)c(CSc3ccccn3)c2)C(C#N)=C(N)O1 (stereo not drawn)	55	-2	0	0	0.5	1	0.9	-0.7	6

# Single records, from the list above.
# `C=CCOc1ccc(/C(CC)=N/O)cc1OC` is listed as EP2 modulator: -8; Runt-CBFb FRET: 1; Runt-SMMHC FRET: 1; Hck-Nef inh: -1; L929 necroptosis: -1.0; RBBP9 inhibitor: -1; TNF death inh: -0.5; PERK inhibitor: -1.2; EP2 antag: 21
# `Cc1ccc(C(=O)Nc2c(C#N)c(C)c(C)n2Cc2ccccc2)cc1` is listed as EP2 modulator: 57; Runt-CBFb FRET: 2; Runt-SMMHC FRET: 3; Hck-Nef inh: 0; L929 necroptosis: -0.2; RBBP9 inhibitor: -14; TNF death inh: -2.1; PERK inhibitor: -1.8; EP2 antag: 7
